Assay outcomes (PubChem)
TRHR agonist – TRH receptor (human) agonism; P34981; TRHR cells, calcium flux fluo-8, FDSS agonist mode; activation, % at 2 µM; 360,000 tested, 0.18% active; AID 493084; further: 0% is about no effect
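Steps: seed TRHR cells overnight; add fluo-8 no-wash Ca dye, RT 30 min–1.5 h; record 10 s baseline; pin-transfer compounds; monitor fluorescence 1 cycle/s for the agonist window. Calcium increases flag candidate agonists.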
D2 antag – antagonizes the human D2 dopamine receptor. P14416. HEK293 TREx D2 cells, calcium flux, dopamine EC80. inhibition, % at 10 µM. 340,000 tested, 2% active. AID 485344; in the data active means inhibition above about 30%; further: 0% is about no effect
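Tetracycline-induced HEK293 TREx cells expressing D2 receptor forced-coupled to calcium signalling, loaded with no-wash calcium dye. Compounds added and calcium flux read 180 s, then dopamine added at EC80 and read a further 180 s.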
TRHR PAM – TRH receptor (human) allosteric enhancement. P34981. 360,000 tested, 0.66% active. enhancement, % at 2 µM. TRHR cells, fluo-8 calcium fluorescence, EC20 TRH enhancement; in the data active means enhancement above about 30%; further: 0% is about no effect
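Enhancer read-out: after compound pinning and an initial kinetic agonist-mode read, an EC20 of TRH (10 nM final) was injected and fluo-8 calcium signal (Ex 480/Em 530) followed at 1 s/cycle for 100 cycles in TRHR-expressing cells.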
D1 antag – antagonists of human D1 dopamine receptor | P21728 | HEK293 TREx D1 cells, calcium flux, dopamine EC80; hits give low values | activity change, negative = inhibition, % at 10 µM | 360,000 tested, 3.2% active | AID 504652; in the data active means activity change below about -30%; further: on the % scale 0 is the no-effect control and ±100 the full control effect
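Inducible Hek293 Trex D1 cells (tetracycline, overnight, 30 C). Calcium dye 30–90 min RT. Antagonist mode: EC80 dopamine added after 180 s compound read.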
RXFP1 antagonist – blocks the human relaxin receptor RXFP1 | HEK293-RXFP1, relaxin-stimulated cAMP HTRF, 30 min; hits give low values | activity change, negative = inhibition, % at 57.5 µM | Q9HBX9 | 350,000 tested, 0.59% active;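 active means activity change of -60% or lower, but not beyond a set lower limit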; further: on the % scale 0 is the no-effect control and ±100 the full control effect
Target sequence (Q9HBX9 whole entry, looked up): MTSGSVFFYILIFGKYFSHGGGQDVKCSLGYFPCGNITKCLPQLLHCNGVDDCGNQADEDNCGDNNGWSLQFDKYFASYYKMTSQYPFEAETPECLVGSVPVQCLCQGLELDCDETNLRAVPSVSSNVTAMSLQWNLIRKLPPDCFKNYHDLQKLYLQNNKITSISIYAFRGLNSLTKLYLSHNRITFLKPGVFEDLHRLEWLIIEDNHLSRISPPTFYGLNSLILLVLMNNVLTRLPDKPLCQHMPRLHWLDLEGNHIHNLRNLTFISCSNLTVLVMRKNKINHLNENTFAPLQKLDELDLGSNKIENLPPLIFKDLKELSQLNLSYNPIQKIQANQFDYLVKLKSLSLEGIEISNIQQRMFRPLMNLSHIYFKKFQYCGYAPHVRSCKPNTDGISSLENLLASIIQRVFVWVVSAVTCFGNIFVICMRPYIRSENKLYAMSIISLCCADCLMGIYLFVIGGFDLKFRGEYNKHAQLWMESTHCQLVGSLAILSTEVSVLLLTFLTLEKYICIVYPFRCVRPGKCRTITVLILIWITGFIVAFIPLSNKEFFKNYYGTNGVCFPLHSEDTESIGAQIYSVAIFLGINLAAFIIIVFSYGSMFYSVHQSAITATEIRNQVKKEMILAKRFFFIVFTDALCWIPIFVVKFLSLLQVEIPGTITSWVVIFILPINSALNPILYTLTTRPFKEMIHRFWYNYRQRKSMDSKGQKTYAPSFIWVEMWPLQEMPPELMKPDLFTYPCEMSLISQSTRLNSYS
D2 ag – activates the human D2 dopamine receptor | P14416 | HEK293 T-REx D2 cells, calcium flux agonist mode | activation, % at 2 µM | 340,000 tested, 0.53% active;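 active means activation over 3 SD above normal in the single-dose calcium agonist read, cut at about 30% in these data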; further: 0% is about no effect
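In this primary screen, compounds producing a positive calcium signal within 180 s of addition to tetracycline-induced, force-coupled HEK293 Trex D2 cells are flagged; cells are dye-loaded with a no-wash calcium kit beforehand.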
D1 potentiator – human D1 dopamine receptor positive modulation; P21728; HEK293 TREx D1 cells, calcium flux, dopamine EC20 potentiation; potentiation, % at 10 µM; 360,000 tested, 0.036% active; AID 504651; in the data active means potentiation above about 30%; further: 0% is about no effect
D1 agonist – agonists of human D1 dopamine receptor. P21728. HEK293 T-REx D1 cells, calcium flux, agonist mode. activation, % at 2 µM. 360,000 tested, 1% active; further: 0% is about no effect
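Tetracycline-induced HEK293 TREx D1 cells, force-coupled to calcium signalling, were dye-loaded with a no-wash calcium kit. Compound was pin-added after a 10 s baseline. Fluorescence was read kinetically at 1 cycle/s for 180 s, with calcium rises flagged as agonism.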
D2 potentiator – positively modulates the human D2 dopamine receptor allosterically; P14416; HEK293 T-REx D2, calcium flux, EC20 dopamine potentiation; potentiation, % at 10 µM; 340,000 tested, 0.34% active; AID 485347;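 active means potentiation over 3 SD above the plate norm, cut at about 30% in these data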; further: 0% is about no effect
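Tetracycline-induced Hek293 Trex D2 cells, force-coupled to calcium, loaded with no-wash calcium dye. Compound added with 180 s kinetic read for agonism, then EC20 dopamine and a further 180 s read for potentiation.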
The depositor's hits bear a star; / = no result given; & = joins results of further samples. Unless noted, no stated cut-off is given here; in the data, active means activation above about 30%; inactive means the rest.

SMILES | TRHR agonist | D2 antag | TRHR PAM | D1 antag | RXFP1 antagonist | D2 ag | D1 potentiator | D1 agonist | D2 potentiator
Cc1ccc(C(=O)NCc2ccccn2)c(Cl)c1 | 0.0 | -2 | 0 | -8 | 10 | 0.0 | -10 | 0 | 6
Cc1cc(C)c(/C=C/c2onc(C)c2S(=O)(=O)N2CCC(C(=O)Nc3cccc(C)c3C)CC2)c(C)c1 | 0.5 | / | 9 | 29 | 2 | 2.3 | -2 | 8 | 9
CCOC(=O)N1CCC(N2Cc3cccc(C(=O)Nc4cc(F)ccc4F)c3C2=O)CC1 | 0.4 | 21 | 4 | 8 | -6 | -0.6 | / | 4 | 4
COCCn1c(Cc2cccn2C)nnc1SCC(=O)Nc1nccs1 | 0.7 | -4 | 5 | 6 | -7 | 0.2 | -3 | 0 | -6
Cc1cccc(NC(=O)CNC(=O)COC(=O)CCS(=O)(=O)c2ccccc2)c1C | -0.1 | 14 | -2 | -17 | -9 | -0.8 | -8 | 3 | 3
O=C(CNC(=O)N1CC(=O)Nc2ccccc21)NCCc1ccc(Cl)cc1 | -0.4 | 4 | 7 | 38 | -7 | -1.2 | 3 | 1 | -16
COc1ccc(-c2noc(CCCC(=O)N3CCOCC3)n2)cc1 | 1.3 | -1 | -1 | 6 | 2 | -0.5 | -3 | 14 | 3
CCSc1ccccc1C(=O)Nc1cccc(OC)c1 | -0.4 | 16 | -2 | 0 | 7 | -1.7 | -2 | 3 | -5
CC1CCN(c2oc(-c3ccc(F)cc3)nc2C#N)CC1 | 0.0 | 3 | -7 | -17 | -15 | -1.0 | -5 | 4 | 1
O=S(=O)(Nc1ccc2cn[nH]c2c1)c1ccccc1 | -0.7 | -45 | 9 | 16 | 0 | 0.0 | -2 | 4 | 1
CCCN1C(=O)/C(=C2/C=Cc3ccccc3N2CC)SC1=S | -0.9 | -2 | -5 | 12 | -1 | 0.0 | -3 | 4 | -3
Cc1ccc(SCC(=O)Nc2cccc(-c3nnc(-c4ccco4)o3)c2)cc1 | 0.7 | / | 1 | 0 | -13 | / | -2 | 0 | /
COC(=O)[C@H]1C[C@@H]1[C@H](NC(=O)OCc1ccccc1)c1ccccc1 | -1.0 | 6 | 8 | -6 | / | -1.4 | -2 | -3 | 0
O=C1C(Cl)=C(N2CCCC2)C(=O)N1c1ccc(F)cc1 | -0.1 | -10 | 0 | -33* | -1 | 0.4 | -5 | 9 | 1
O=[N+]([O-])c1ccccc1Oc1ccccc1Cl | 0.8 | -1 | 1 | -5 | -16 | -1.4 | -3 | 6 | -4
CN(C)C1=NCCN1CCc1cccc(F)c1 | 0.8 | -11 | 0 | -3 | / | 1.3 | -3 | 2 | 2
Cc1noc(C)c1COc1ccc(CC(=O)NCCc2ccccn2)cc1 | 0.5 | 23 | -2 | 0 | -8 | 0.1 | 2 | 0 | -7
Cc1cc(-c2ccccc2)nc(N/N=C/c2ccccc2)n1 | -1.3 | / | 3 | -5 | -25 | / | 2 | 2 | /
COc1ccc([N+](=O)[O-])cc1/C=N/NC(=O)c1nonc1N | -0.4 | -1 | -2 | 7 | 18 | 1.2 | 2 | 1 | -3
CC(C)(C)c1ccc(C(=O)NCC(=O)OCc2ccc([N+](=O)[O-])cc2)cc1 | -0.3 | -10 | -7 | -35* | 14 | 1.0 | -8 | 10 | -10
Cc1nc(N2CCN(c3ccccc3)CC2)c2c3c(sc2n1)CCC3 | 0.1 | -5 | 5 | -10 | / | -0.8 | 4 | 3 | 7
CC(c1ccccc1)C(CC(=O)O)C(=O)NC1CCCCC1 (stereo not drawn) | -1.0 | -12 | -3 | -31* | / | -1.5 | -4 | 1 | 11
CCCCSc1nnc2n(-c3cccc(C)c3)c(=O)c3c4c(sc3n12)CCCC4 | -0.7 | / | 10 | -25 | -11 | -2.3 | -3 | 2 | 13
O=C(O)c1cccc2c1C(=O)c1cc(Br)ccc1S2(=O)=O | -0.1 | -7 | 21 | -13 | / | 0.1 | 1 | 0 | 3
O=C(NCc1ccc(Cl)cc1)C1CCN(S(=O)(=O)c2ccc3c(c2)CCCN3C(=O)C2CCC2)CC1 | -0.1 | / | -5 | -6 | -13 | / | -5 | 5 | -8
CCOc1ccccc1NC(=O)C(=O)NCCC1=CCCCC1 | 0.3 | -13 | 11 | 6 | -21 | 0.0 | -2 | 11 | 8
Cc1ccc(C(=O)N2CCc3ccccc32)cc1[N+](=O)[O-] | -0.5 | 25 | 0 | 4 | -6 | 0.0 | -8 | 0 | 7
CN(C)S(=O)(=O)c1cccc(NC(=O)CCCc2nc3ccccc3c(=O)[nH]2)c1 | 0.6 | / | 2 | -1 | -4 | / | 3 | 4 | /
COc1ccc(OC)c(N/C(=N/C(=S)Nc2ccccc2)Nc2nc(C)cc(C)n2)c1 | -0.2 | / | 3 | -31* | 4 | -0.3 | -8 | 2 | 6
Cc1oc(-c2cc(F)cc(F)c2)nc1CN1CCN(C(=O)c2ccco2)CC1 | -0.2 | 13 | -4 | 1 | 1 | 17 | 3 | 2 | 5
Cc1ccc(Cn2cc(C(=O)c3ccc(F)cc3)c(=O)c3cc4c(cc32)OCO4)cc1 | 0.1 | / | 0 | 4 | -17 | -0.5 | -3 | 7 | -4
CCn1c(SCC(=O)Nc2ccccc2OC)nc(O)cc1=O | -0.2 | 6 | -1 | -14 | -5 | -0.1 | -10 | 1 | -5
Cc1oc(-c2ccccc2Cl)nc1CS(=O)CC(=O)NCc1ccccc1Cl (stereo not drawn) | -0.1&0.0 | / | 15&28 | 14&6 | -2&-14 | 0.2 | 3&-1 | 1&0 | -4&13
CC(C)c1ccc(C(=O)N(c2ccccn2)C(C)c2ccco2)cc1 (stereo not drawn) | -0.5 | -1 | -5 | 18 | 1 | -1.1 | -2 | 0 | -3
CCOc1ccc(C(C)=O)cc1CN1C(=O)NC2(CCCCCCC2)C1=O | 0.6 | 2 | -7 | -13 | -19 | 0.5 | 3 | 9 | 1
CCc1ccc(NS(=O)(=O)c2cccc3nonc23)cc1 | -0.4 | 14 | 4 | 19 | 0 | -1.1 | -8 | 10 | -3
CC(=O)N1CCN(c2ccc(Oc3nnnn3-c3ccccc3)cc2)CC1 | 0.5 | -2 | 2 | -18 | -5 | 0.8 | 0 | 4 | 1
O=C(Nc1ccc2c(c1)OCO2)NC1CCN(Cc2ccccc2)CC1 | 0.3 | 46* | 18 | -9 | 11 | 0.0 | -4 | 7 | -33
O=c1[nH]c2ccccc2cc1-c1nnn(-c2ccc(F)cc2)n1 | -0.7 | 8 | 0 | -2 | / | 0.1 | 2 | 3 | 11
Cc1nc2sc3c(c2c(=O)n1/N=C/c1cccnc1)CCCC3 | -1.2 | -8 | -4 | -8 | 5 | -0.2 | -5 | -1 | 2
Cc1cccc(Nc2nc(NCc3ccco3)nc(N)c2[N+](=O)[O-])c1 | 0.0 | 16 | 26 | 6 | -3 | 1.4 | 3 | 3 | 4
Cc1ccc2nsnc2c1NC(=O)c1cncc(Br)c1 | 0.1 | -1 | 3 | -9 | 18 | -0.3 | 8 | -1 | 6
N#Cc1ccccc1OCCN1C(=O)c2ccccc2C1=O | -1.2 | 4 | 2 | 9 | -9 | -0.4 | -4 | 2 | -4
O=C(Cn1ccc2ccccc2c1=O)NCCC(=O)Nc1ccc2c(c1)OCCO2 | 0.1 | / | 19 | -2 | -10 | / | -1 | 1 | /
O=C(NCC1CCCO1)c1cc([N+](=O)[O-])ccc1Cl (stereo not drawn) | 0.1 | -3 | 6 | -1 | -15 | 0.6 | 3 | -2 | 2
CC(=O)NNc1cc(C)nc(NS(=O)(=O)c2ccc(C)cc2)n1 | 0.7 | -2 | 4 | -23 | 7 | 0.6 | -1 | 5 | 7
CC(C)c1nnc(NC(=O)C2CCN(c3cnccn3)CC2)s1 | 0.0 | 6 | 0 | 9 | 3 | 0.6 | 3 | 0 | 1
COC(=O)C(Cc1cnc(Cl)s1)(C(=O)OC)c1ccc([N+](=O)[O-])cc1[N+](=O)[O-] | -0.8 | / | -10 | -19 | 5 | / | 0 | -2 | /
S=C(NCC1CCCO1)N1CCc2ccccc2C1 (stereo not drawn) | -0.2 | -6 | -5 | 3 | -1 | -0.2 | -2 | 10 | 12
CCc1c(C)nc2c(C#N)c[nH]n2c1=O | 0.0 | -8 | -3 | 10 | 7 | 0.4 | -6 | 3 | 4
CCOC(=O)N1CCN(Cc2c(NC(=O)c3ccco3)sc(C)c2C)CC1 | -1.5 | 7 | 4 | 6 | -2 | -0.3 | -4 | -1 | /
CC(C)(CNC(=O)CO/N=C1/C=C2CCC3C(C(O)C[C@@]4(C)C3CC[C@]4(O)C(=O)CO)[C@@]2(C)CC1)C(O)C(=O)O (stereo partly drawn) | -0.1 | -8 | 4 | -3 | 7 | 0.2 | -1 | -1 | -8
Cc1cc(C)n(CC(=O)N/N=C/c2cc([N+](=O)[O-])ccc2O)n1 | 0.8 | -2 | -4 | 6 | -2 | 0.2 | -2 | 2 | -1
COc1ccccc1S(=O)Cc1ccc(C(=O)NC2CCCC2)o1 (stereo not drawn) | 0.0 | -11 | -4 | -8 | / | -0.8 | -2 | 1 | 23
Cc1cc(C)cc(NC(=O)CCOc2ccccc2)c1 | -1.3 | -6 | -3 | -3 | -3 | -1.3 | 4 | 1 | 5
CCc1ccc(NC(=O)CCNS(=O)(=O)c2ccc3c(c2)CCCC(=O)N3)cc1 | 1.0 | / | 15 | 1 | / | -1.6 | -6 | 1 | 2
CCC(C)C(NC(=O)C1CCC(C)CC1)C(=O)NCc1ccccn1 (stereo not drawn) | 0.2 | / | -4 | -3 | 8 | / | -3 | 1 | /
CCOC(=O)c1ccc(NC(=O)CSc2cc(-c3ccccc3)nc(C)n2)cc1 | -0.3 | / | -3 | 3 | 13 | 3.9 | -1 | 11 | 7
CCN(CC)CCCN=C1N[C@@H](c2ccccc2)C(C(=O)OC)=C(C)N1CC | -0.3&0.1 | 12 | -8&-7 | 0&-14 | / | 77* | 2&-4 | 1&1 | -25

Profiles from above. Screens in order: TRHR agonist | D2 antag | TRHR PAM | D1 antag | RXFP1 antagonist | D2 ag | D1 potentiator | D1 agonist | D2 potentiator
`CCC(C)C(NC(=O)C1CCC(C)CC1)C(=O)NCc1ccccn1` (stereo not drawn) across the screens: 0.2 | / | -4 | -3 | 8 | / | -3 | 1 | /
`CC(C)(CNC(=O)CO/N=C1/C=C2CCC3C(C(O)C[C@@]4(C)C3CC[C@]4(O)C(=O)CO)[C@@]2(C)CC1)C(O)C(=O)O` (stereo partly drawn) across the screens: -0.1 | -8 | 4 | -3 | 7 | 0.2 | -1 | -1 | -8
`S=C(NCC1CCCO1)N1CCc2ccccc2C1` (stereo not drawn) across the screens: -0.2 | -6 | -5 | 3 | -1 | -0.2 | -2 | 10 | 12
`CCc1c(C)nc2c(C#N)c[nH]n2c1=O` across the screens: 0.0 | -8 | -3 | 10 | 7 | 0.4 | -6 | 3 | 4
`COC(=O)C(Cc1cnc(Cl)s1)(C(=O)OC)c1ccc([N+](=O)[O-])cc1[N+](=O)[O-]` across the screens: -0.8 | / | -10 | -19 | 5 | / | 0 | -2 | /
